# Screening data deposited in PubChem BioAssay by several laboratories.
# GPR55 activation = selective activators of receptor GPR55 – imaging, U2OS cells, beta-arrestin-GFP redistribution, primary screen (AID 1961). U2OS GPR55 beta-arrestin-GFP redistribution imaging; higher % means a stronger effect. activation, % at 10 µM; hits with a dose series show EC50 in µM. 290,000 compounds, 0.048% hits;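 active = activation above 40% with more than 50 cells counted in the well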;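 note: U2OS osteosarcoma cells stably expressing GPR55 and beta-arrestin-GFP; plate controls were DMSO negative control for no effect and LPI positive control for full effect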
# GPR35 antagonists = GPR35 antagonists blocking zaprinast-driven arrestin recruitment, primary screen, imaging, U2OS, beta-arrestin-GFP, zaprinast agonist (AID 2058) | U2OS GPR35 beta-arrestin-GFP translocation imaging, zaprinast antagonism; higher % means a stronger effect | one-dose inhibition, % at 10 µM; IC50 in µM for titrated hits | 290,000 compounds, 0.052% hits;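 active = inhibition of at least 50% with at least 30 cells and total cytoplasm GFP at most 10,000,000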
# NTR1 agonist = NTR1-driven beta-arrestin-GFP spot formation – imaging, U2OS cells, high content, primary screen (AID 493036); P30989; agonist mode; activation, % at 20 µM; 330,000 compounds, 0.17% hits;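 active = activation at or above 40% of the spot to cytoplasm intensity ratio, with at least 20 cells analyzed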;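 note: 0% = DMSO without peptide and 100% = 100 nM NTR1 peptide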
# Target sequence (P30989 whole entry, looked up): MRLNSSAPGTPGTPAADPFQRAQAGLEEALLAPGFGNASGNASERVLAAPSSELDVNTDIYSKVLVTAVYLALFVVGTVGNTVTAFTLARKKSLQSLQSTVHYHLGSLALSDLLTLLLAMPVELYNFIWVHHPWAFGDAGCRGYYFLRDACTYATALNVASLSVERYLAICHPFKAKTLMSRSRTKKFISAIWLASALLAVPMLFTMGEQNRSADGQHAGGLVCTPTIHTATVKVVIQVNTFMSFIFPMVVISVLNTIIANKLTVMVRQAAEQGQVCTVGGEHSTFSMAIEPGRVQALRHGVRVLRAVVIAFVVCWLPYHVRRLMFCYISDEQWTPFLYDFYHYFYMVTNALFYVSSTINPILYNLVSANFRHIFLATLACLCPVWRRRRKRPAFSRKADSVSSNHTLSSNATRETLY
# NOD1 inhibition = NOD1 signaling inhibitors, primary screen, cell-based, luminescence, uHTS (AID 1578). inhibition, % at 4 µM; hits with a dose series show EC50 in µM. 290,000 compounds, 1% hits. NOD1-driven NF-kB luciferase reporter cells, luminescence; higher % means a stronger effect; in the data active = inhibition mostly above about 36%, no sharp cut-off; inactive = mostly below about 34%;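 note: HEK-293T reporter cells stimulated with the NOD1 agonist gamma-tri-DAP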
# MgcRacGAP inhibition = MgcRacGAP GTPase-activating activity inhibitors, confirmation, biochemical, ADP Hunter fluorescence. MgcRacGAP-stimulated Rac1 GTP hydrolysis, ADP Hunter fluorescence; higher % means a stronger effect; GST-tagged Rac1 F28L mutant substrate. AID 624330. inhibition, % at 30 µM; hits with a dose series show IC50 in µM. 340,000 compounds, 0.6% hits;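 active = first-screen hits whose inhibition reached a set limit at any dose in the follow-up dose series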;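 note: fluorescence reports GDP produced by GAP-driven GTP hydrolysis; strong numbers were not always called active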
# KOR beta-arrestin-1 = KOR antagonists, beta-arrestin recruitment, cell-based, luminescence, uHTS (AID 1778); KOR beta-arrestin recruitment, luminescence, antagonist mode; higher % means a stronger effect; inhibition, % at 10 µM, or IC50 in µM where a hit was titrated; 290,000 compounds, 0.091% hits; in the data active = inhibition above about 50%; note: strong numbers were not always called active
# KOR beta-arrestin-2 = KOR agonists, beta-arrestin recruitment, primary screen, cell-based, luminescence, uHTS (AID 1777); KOR beta-arrestin recruitment, luminescence; higher % means a stronger effect; activation, % at 10 µM; hits with a dose series show EC50 in µM; 280,000 compounds, 0.02% hits; in the data active = activation above about 50%, passing the limit was not always enough; note: a part of the inactive calls stands beside numbers as strong as those of hits
# GPR55 LPI antagonism = inhibition of LPI-stimulated GPR55 beta-arrestin translocation – imaging, U2OS, beta-arrestin-GFP, LPI agonist, primary screen (AID 2013); U2OS GPR55 beta-arrestin-GFP translocation imaging, LPI antagonism; higher % means a stronger effect; 290,000 compounds, 0.13% hits; one-dose inhibition, % at 10 µM; IC50 in µM for titrated hits;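 active = spots per cell inhibited over 60%, with over 100 cells counted and total cytoplasm intensity under 500,000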;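 note: U2OS cells stably carrying GPR55 and arrestin-GFP stimulated by 5 µM LPI near EC80; imaged beta-arrestin-GFP aggregate spots per cell after agonist stimulation; plate controls were LPI-stimulated DMSO wells for no effect and DMSO wells without LPI for full effect; some results filed as inactive read as strong as hits; confirmed hits need IC50 under 10 µM and bright autofluorescent wells are also inconclusive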
# K1F lysis inhibition = inhibition of K1F phage lysis, E. coli UTI89, bacterial capsule biogenesis inhibitors, alamar blue (AID 488966); E. coli UTI89 K1F phage lysis, alamar blue, 2 h; higher % means a stronger effect; 340,000 compounds, 0.02% hits; inhibition, % at 100 µM, or IC50 in µM where a hit was titrated;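 active = phage lysis inhibition, versus mean bacterial control, above a set limit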;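 note: capsule biogenesis inhibitors block K1F phage lysis so surviving cells raise fluorescence; higher fluorescence means more inhibition of phage lysis; actives were called in the ten point dose series up to 300 µM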
# NTR1 agonist cell count 20 µM = recorded beside NTR1 agonist, whose call it bears; cell count; measured here: cell count, cytotoxicity flag
# Numbers without * were called inactive; / = not tested or not shown; [ ] = remark or other dose. Only part of the results is shown; rates above refer to the full screens.
compound	GPR55 activation	GPR35 antagonists	NTR1 agonist	NTR1 agonist cell count 20 µM	NOD1 inhibition	MgcRacGAP inhibition	KOR beta-arrestin-1	KOR beta-arrestin-2	GPR55 LPI antagonism	K1F lysis inhibition
C=CCn1c(SCc2n[nH]c(=S)n2-c2ccccc2)nnc1-c1ccccc1	0.0%	-5.7%	-0.5	51	-13.6%	-14.1%	19.8%	0.7%	10.7%	0.1%
CC(=O)c1ccc(NC(=O)C(=O)c2cn(CC(=O)N3CCCCC3)c3ccccc23)cc1	-0.1%	9.3%	0.5	50	-9.8%	3.8%	-0.8%	2.1%	5.2%	0.3%
Cc1ccc(S(=O)(=O)N2CCC(C(=O)C3C(=O)CCCC3=O)CC2)cc1	-0.4%	-9.0%	-1.0	30	-16.8%	2.5%	18.2%	-5.5%	-1.3%	0.2%
c1ccc2[nH]c(C3CC3)nc2c1	-0.1%	3.0%	0.6	88	-26.9%	2.6%	35.1%[20 µM]	-6.4%	9.9%	1.0%
CCC(=O)Nc1ccc(NCc2cccs2)cc1	0.2%	2.9%	0.1	78	55.1%	27.4%	-20.2%	-6.7%	-11.2%	0.1%
O=c1c2ccccc2nc2n1C(CSc1ccc(Cl)cc1)CN2 (stereo not given)	-0.3%	7.2%	0.6	45	1.7%	10.7%	-2.6%	0.9%	14.0%	0.3%
CCc1ccc(CNC(=O)CCn2ccc3cc(S(=O)(=O)N4CCCC4)ccc32)cc1	0.3%	0.8%	1.6	49	7.1%	8.1%	-16.3%	-1.8%	-13.9%	-0.1%
CCc1nn(C(C)C(=O)NCCN2CCN(c3cccc(C)c3C)CC2)c(=O)c2cc3occc3n12 (stereo not given)	0.1%	-4.4%	4.8	49	-28.4%	12.8%	-18.9%	-0.8%	5.2%	-0.5%
CCN(CC)CCC(c1ccc2c(c1)OCO2)c1c(OC)cc(OC)c2c(-c3ccccc3)cc(=O)oc12 (stereo not given)	-0.1%	0.8%	15.0	94	-11.6%	5.8%	-5.6%	5.3%	18.9%	-1.6%
O=C(CS(=O)c1cccc(C(F)(F)F)c1)Nc1ccccc1Cl (stereo not given)	0.5%	-13.2%	-3.0	101	7.1%	5.8%	-20.2%	0.2%	8.2%	0.7%
COc1ccc(C(=O)N/C(N)=N/c2nc3ccccc3o2)cc1	-0.3%	-14.0%	1.8	57	-46.2%	13.6%	-68.0%	4.6%	2.8%	3.2%
CCc1cc2c(=O)c(-c3nc4ccccc4[nH]3)coc2c(CN2CCCCC2C)c1O (stereo not given)	-0.3%	10.6%	1.9	58	1.7%	0.3%	17.2%	1.2%	9.6%	0.5%[50 µM]
CCN(CC)S(=O)(=O)c1ccc2nc(CCl)[nH]c2c1	-0.5%	15.5%	-1.5	72	23.1%	-1.2%	-41.1%	-0.2%	0.5%	0.3%
COc1cc(C2NC(=O)NC(C)=C2C(=O)OC2CCCCC2)cc(Cl)c1O (stereo not given)	0.9%	-12.2%	1.5	57	3.5%	-9.4%	-0.2%	-3.7%	-24.8%	-1.8%
COCc1ccc(C(=O)N(C)CC2CCCN(CCc3ccccc3F)C2)o1 (stereo not given)	-0.1%	-2.3%	1.0	53	-25.6%	3.6%	-5.5%	1.5%	-2.5%	-0.1%
N=C1C(c2ccccc2)=C(O)CN1CCO	0.0%	-1.1%	-1.9	97	-32.8%	-5.0%	-3.1%	-6.0%	-2.9%	0.4%
C/C(CC(=O)Nc1ccc2c(c1)OCCO2)=N\NC(=O)COc1ccc(C)cc1Br	0.1%	-7.4%	2.0	35	-23.7%	5.8%	-26.3%	0.9%	2.1%	0.8%
CCN1C(=O)c2ccc(C(=O)Nc3ccc4c(c3)OCO4)cc2C1=O	-0.1%	-0.8%	1.0	59	-39.6%	7.8%	-1.7%	2.4%	13.0%	1.1%[50 µM]
Cc1cccc(NS(=O)(=O)c2ccc3[nH]c(=O)cc(C(=O)O)c3c2)c1	-0.2%	1.8%	0.0	45	-32.0%	10.5%	-33.4%	1.1%	-1.1%	0.2%
COc1ccc(CCNC(=O)c2csc3c2CCCC3)cc1OC	0.2%	11.7%	3.1	66	-20.9%	-2.0%	25.4%[20 µM]	/	12.4%	-0.5%
CC(NC(=O)c1cccc(S(=O)(=O)N2CCN(C)CC2)c1)C1CC2CCC1C2 (stereo not given)	0.1%	-7.8%	3.0	77	-16.6%	11.1%	24.1%	-11.8%	4.3%	0.2%
C=C(C)CSc1nnc(-c2cccc(S(=O)(=O)N(C)C)c2)n1-c1cc(OC)ccc1OC	-0.2%	3.5%	-1.4	100	-11.8%	3.4%	13.4%	-1.0%	9.8%	2.0%
O=C(CSc1ccccn1)NCc1ccc2c(c1)OCO2	0.1%	10.7%	-2.5	65	-29.0%	2.1%	-0.5%	-3.4%	12.2%	1.6%
Cc1ccc(C(c2ccc(C)o2)c2cccc([N+](=O)[O-])c2O)o1	-0.2%	9.4%	10.0	76	/	7.3%	-29.6%	5.7%	-9.2%	0.3%
Nc1nc(SCC(=O)NCC2CCCO2)[nH]c(=O)c1NC(=O)c1ccc(F)c(F)c1 (stereo not given)	1.0%	-0.4%	0.0	51	18.3%	1.2%	33.5%	-2.5%	-8.1%	-0.2%
CC(C)Oc1ccc(NC(=O)C2CCCNC2=O)cc1 (stereo not given)	0.3%	-3.0%	-0.2	60	-11.7%	0.0%	8.1%	3.5%	-1.8%	2.7%
O=S(=O)(NCCc1ccc2c(c1)OCCO2)c1cccs1	0.2%	-3.6%	0.4	68	-10.7%	3.0%	2.3%	-0.1%	-0.7%	0.6%
Cc1cc(OCCn2cc(/C(N)=N/O)c3ccccc32)ccc1Cl	-0.1%	-6.0%	3.7	54	4.3%	7.2%	-52.7%	4.6%	-4.7%	-0.1%
Cc1cc(C(=O)N/N=C/C=C/c2ccccc2)n[nH]1	-0.3%	-3.1%	0.4	56	4.9%	12.2%	11.7%	2.4%	6.4%	0.2%
CCCC(=O)Nc1nc(-c2ccccc2)c(CC)s1	-0.1%	5.6%	6.7	59	-19.6%	12.6%	-10.9%[20 µM]	-8.0%	8.8%	-0.5%
CCOC(=O)n1c(=O)n(Cc2cccc(C)c2)c2ccccc21	-0.1%	1.1%	0.7	31	-20.8%	4.0%	23.9%	-3.0%	-0.2%	-0.5%
CNC(=S)NNC(=O)c1c(C)nc2cc(C)ccn12	0.2%	-2.4%	2.3	48	1.1%	8.1%	28.8%	5.1%	-5.6%	-0.1%
Cc1ccc(C)c(S(=O)(=O)NC(CC(C)C)C(=O)O)c1 (stereo not given)	-0.1%	-9.6%	1.1	99	3.7%	7.5%	-15.8%	-3.3%	5.5%	-0.1%
CCOC(=O)Nc1cc(OCC)c(NC(=O)C2CC2)cc1OCC	0.2%	7.7%	-0.1	56	-12.9%	-0.1%	20.0%	-2.7%	9.2%	0.2%
O=C(Cn1c(C(=O)O)cc2ccccc21)c1ccccc1	0.0%	-8.4%	-0.3	58	-26.5%	4.7%	-36.9%[20 µM]	1.4%	-9.0%	1.0%
O=C(Nc1nnc(CCN2CCCCC2)s1)C1CCCCC1	-0.1%	-5.8%	-0.1	66	-12.2%	-3.2%	9.5%	-1.9%	-4.8%	0.8%
COc1ccc(CCNC(=O)Nc2cccc([N+](=O)[O-])c2)cc1OC	-0.1%	-4.8%	1.1	35	20.5%	5.6%	-11.1%[20 µM]	-3.0%	7.4%	0.2%
O=C(CSc1nccc(-c2ccc(Br)cc2)n1)NCCc1ccccc1	0.0%	-0.6%	2.6	59	-18.0%	-0.8%	25.9%	-3.4%	10.4%	0.9%
COc1ccccc1C(=O)Nc1ccc2c(c1)OCCO2	-0.2%	-5.0%	-1.0	62	-19.2%	12.2%	-21.8%	4.1%	-26.7%	0.2%
COc1ccc(/C=N/NC(=O)c2ccccc2OC)cc1COc1ccccc1[N+](=O)[O-]	-0.1%	8.2%	9.9	57	44.7%	8.0%	-35.3%	5.6%	-4.9%	0.7%[50 µM]
Cc1ccccc1C(=O)Nc1ccc2c(c1)OCCO2	-0.2%	4.9%	0.3	46	-52.4%	18.0%	1.6%	-1.0%	-3.3%	0.0%
COc1ccc(S(=O)(=O)NNC(=O)Nc2ccc(F)cc2F)c(OC)c1	0.0%	-8.1%	0.8	54	-42.3%	10.8%	-1.0%	3.1%	4.1%	1.1%[50 µM]
COC(=O)Cn1cnc2c(nnn2-c2ccc(OC)cc2)c1=O	0.0%	17.7%	-1.2	64	-2.5%	/	-9.8%	-0.7%	9.3%	0.1%
CCC(C)(C)NC(=O)CN(C(=O)CCC(=O)Nc1nccs1)c1cccc(C)c1C	0.2%	-9.8%	-1.0	55	-6.4%	7.0%	5.1%	-6.2%	1.7%	-0.9%
CCOC(=O)C1=CN(C)C=C(C(=O)OCC)C1c1ccsc1	-0.4%	-0.6%	-1.1	82	18.2%	7.6%	-2.8%	-2.5%	9.5%	0.5%
C=CCNC(=S)N1CCC(C(=O)c2ccc(C)cc2)CC1	0.0%	6.1%	-0.8	84	4.5%	5.3%	32.1%	-4.9%	0.7%	-0.2%
O=C(c1cc(-c2ccc(F)cc2)on1)N1CCCCCC1	-0.2%	-2.7%	1.0	54	-53.7%	6.5%	-24.5%	3.3%	-8.8%	0.0%
COc1cccc(/C=N/Nc2nccnc2Cl)c1O	-0.1%	9.5%	0.3	100	6.6%	6.0%	-25.8%[20 µM]	/	1.9%	-0.7%
Cc1cc(C(=O)OCC(=O)NCCCN2CCCC2=O)c2ccccc2n1	-0.1%	-0.6%	-0.3	84	-2.5%	-9.2%	-12.3%	1.5%	/	-0.9%
COc1cccc(-c2ccc(NC(=O)C3CCCN(Cc4cnc(C)n4C)C3)cc2)c1 (stereo not given)	-0.1%	-2.1%	4.9	57	-25.5%	11.2%	6.7%	-0.1%	1.8%	3.0%[50 µM]
O=C(NCCNC(=O)c1cc(OCC(F)(F)F)ccc1OCC(F)(F)F)Nc1cccc(C(F)(F)F)c1	-0.1%	8.5%	13.1	97	-4.3%	-1.2%	17.4%	-3.6%	-3.3%	-0.1%
NC(=O)c1oc2ccccc2c1NC(=O)c1ccccc1	-0.1%	-5.2%	-2.3	85	-17.1%	3.2%	9.0%	-2.4%	-13.5%	0.4%
